Screening data as filed in PubChem.
bCat nuc transl: modulators of beta-catenin nuclear translocation, primary screen, imaging, HeLa cells, immunofluorescence, high-content; AID 1665, 2009; nuclear translocation activity, % at 5 µM; 190,000 tested, 0.3% active;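 active = nuclear translocation activity above 50% at 5 µM, with a well cell count of 50 or more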;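 also: per-cell ratio of nuclear to cytoplasmic median beta-catenin stain intensity; plate controls were DMSO negative control for no effect and GSK-3 inhibitor IX positive control for full effect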
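System: Human HeLa cells, endogenous beta-catenin | Compound dosing: 5 µM primary, 0.02–20 µM confirmation | Timing: 24 h compound exposure at 37°C, 5% CO2 | Measured by: Fluorescence imaging of beta-catenin antibody stain plus DAPI | Read-out basis: % activation of per-cell nuclear versus cytoplasmic median beta-catenin signal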
Hep lipid drop: inhibitors of hepatocyte lipid droplet formation, primary screen, imaging, high-throughput imaging, BODIPY stain | AML12 mouse hepatocytes, oleate lipid droplets | inhibition, % at 6.5 µM | 240,000 tested, 0.4% active | AID 1656, 2009;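 active = lipid droplet intensity inhibited by at least 50%, with more than 500 cells counted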
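Material: mouse AML12 hepatocyte cell line, fixed after treatment; Timing: compound with oleate, overnight; Technique: high-content imaging of BODIPY-stained droplets and DAPI nuclei; Probe or stimulus: oleate, 100 µM final; Dosing: compound at 6.5 µM only.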
Autophagy HCS: autophagy modulators in MEF cells, primary screen, imaging, high-content, MEF GFP-LC3 | MEF GFP-LC3 puncta imaging; test concentration mostly 10 µM | calls only at 10 µM (by protocol) | 190,000 tested, 0.98% active;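 active = percentage of spot-positive cells more than 3 SD above its plate mean, without a fluorescence outlier flag or 80% toxicity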;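 also: spot-positive cell cutoff set from DMSO-treated cells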
MT stabilizer: microtubule stabilizers in HeLa cells, primary screen, imaging, high-content imaging; HeLa tubulin immunostaining HCS, 24 h; share of cells brighter than vehicle mean+2SD; % tubulin-high responders, % at 10 µM; 200,000 tested, 0.83% active; AID 2205, 2009;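 active = plate Z-score above 3 for both tubulin-high and condensed-nucleus cell shares, with cell loss under 80%, at 10 µM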;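 also: anti alpha tubulin signal scored within the nucleus-defined area of each cell; some results filed as inactive read as strong as hits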
CSM14.1 death rescue: rescue of cells from ER stress-induced death, primary screen, 384-well, CSM14.1, thapsigargin, ATP luminescence (AID 1222); CSM14.1 thapsigargin-induced death rescue, ATP luminescence; higher % means a stronger effect; cellular ATP content (survival), % at 20 µM, or EC50 in µM where a hit was titrated; 190,000 tested, under 10 active;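 active = EC50 below 50 µM in the dose-response confirmation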;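 also: death triggered by thapsigargin at about 15 µM added after 2 h compound pretreatment; cell ATP read after overnight thapsigargin exposure of roughly 18 to 22 hours; normalized against plate controls of thapsigargin alone and 5% DMSO vehicle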
Dynein cargo inh: inhibitors of GR-EGFP nuclear translocation, primary screen, dynein cargo transport inhibitor project, imaging, high-content, 3617.4 mouse cells | test concentration mostly 20 µM; stimulated with dexamethasone, 1 µM; active compounds read low | 220,000 tested, 0.47% active | z-score, hits read low;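 active = plate z-score of nuclear minus cytoplasmic receptor signal below a set negative limit, without overly bright fluorescence or cell loss, cut at about -3.5 in these data, passing the limit was not always enough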;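 also: z-score of nuclear minus cytoplasmic ring GR-EGFP intensity difference per well; some compounds called inactive have numbers as strong as hits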
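Buffer or medium: tet-free, stripped-serum medium; reagent: dexamethasone at 1.0 µM final, 30 min; incubation: 48 h induction, 1 h compound, 30 min dex at 37 °C; measured by: formaldehyde fixation, Hoechst nuclear stain, 10x automated fluorescence imaging; read-out: nuclear-to-cytoplasmic GR-EGFP distribution per well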
T cell HTS: modulators of CD8 T cell-vesicle binding, primary screen, mouse 2C CD8+ T cells, flow cytometry; 2C CD8+ T cell-vesicle binding; active compounds read low; calls only at 7 µM; 330,000 tested, 0.068% active; AID 2052, 2009;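 active = response, share of CD8 T cells binding vesicles, and their 90th percentile fluorescence all below set limits, cut at about 80% in these data, passing the limit was not always enough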
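material = purified 2C TCR transgenic mouse naive CD8+ T cells | controls = Unloaded micro-vesicles (low), QL9 vesicles with 0.7% DMSO (high) | detection = cytometric PE anti-B7-1 and Alexa647 anti-CD8 signals after 1% paraformaldehyde fixation | incubation = binding step 1.5 h, 37 °C, antibody labelling 20 min, ice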
Insulin prom up: insulin promoter activators in MIN6 cells, imaging, high-content screening, mouse beta cells | MIN6 insulin promoter-GFP reporter; active compounds read high | z-score at 5 µM | 190,000 tested, 0.3% active | AID 1625, 2009;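 active = z-score above 3 at 5 µM with at least 500 cells counted in the well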
PhoP inhibition: inhibitors of PhoP regulon expression, primary screen, Salmonella Typhimurium, GFP reporter (AID 1863); inhibition, % at 50 µM; hits with a dose series show IC50 in µM; 300,000 tested, 0.16% active; S. Typhimurium PhoP-regulated promoter GFP reporter, 4 h; higher % means a stronger effect;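 active = inhibition over 29.93%, a cutoff 3 SD above the screen mean, later confirmed by dose response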;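 also: 0% = low Mg2+ inducing control and 100% = high Mg2+ repressing control; strong numbers were not always called active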
Dynein cargo inh cytoplasmic EGFP: recorded beside Dynein cargo inh, whose call it bears; z-score; measured here: cytoplasmic GR-EGFP intensity; active compounds read high
Dynein cargo inh nuclear GR-EGFP: also measured in Dynein cargo inh; calls as there; z-score; measured here: nuclear GR-EGFP intensity;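 lower value marks the stronger effect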
Dynein cargo inh cell count: further read-out of Dynein cargo inh, marked with its call; z-score; measured here: cell count per field
Insulin prom up cell count: second read-out of Insulin prom up, no call of its own (marks repeat the call); cell count; measured here: cytotoxicity, nuclei count;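 total cells summed across four imaged fields per well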
Hep lipid drop cells 6.5 µM: second read-out of Hep lipid drop, no call of its own (marks repeat the call); cell count; measured here: cell count, cytotoxicity flag;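 cells counted across two imaged fields per well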
bCat nuc transl cell count 5 µM: recorded beside bCat nuc transl, whose call it bears; cell count; measured here: cell count, cytotoxicity flag
T cell HTS vesicle-bound %: further read-out of T cell HTS, marked with its call; double positive events, %; measured here: CD8+ vesicle-bound cell fraction;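 binding gate set so that unloaded-vesicle control wells show 10% double positive cells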
MT stabilizer Hoechst-high %: further read-out of MT stabilizer, marked with its call; % Hoechst-high responders; measured here: nuclear condensation Hoechst responders;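 share of cells brighter than vehicle mean plus two SD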
MT stabilizer cytotoxicity %: recorded beside MT stabilizer, whose call it bears; toxicity, %; measured here: cytotoxicity by cell density;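 0% = mean cell density of plate MIN control wells and 100% = no cells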
Autophagy HCS cell loss 18 h: recorded beside Autophagy HCS, whose call it bears; toxicity, %; measured here: cell loss, nuclei count;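 cell loss after 18 h compound exposure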
* marks the source's active call; other numbers are inactive results; i = inactive; . = not tested or not shown; + = active, no number.

SMILES	bCat nuc transl	bCat nuc transl cell count 5 µM	Hep lipid drop	Hep lipid drop cells 6.5 µM	Autophagy HCS	Autophagy HCS cell loss 18 h	MT stabilizer	MT stabilizer Hoechst-high %	MT stabilizer cytotoxicity %	CSM14.1 death rescue	Dynein cargo inh	Dynein cargo inh cytoplasmic EGFP	Dynein cargo inh nuclear GR-EGFP	Dynein cargo inh cell count	T cell HTS	T cell HTS vesicle-bound %	Insulin prom up	Insulin prom up cell count	PhoP inhibition
COc1cccc(C(=O)NC(c2ccccc2)C2CCCC2)c1 (stereo unspecified)	-0.1	1478	8	686	i	3	2.7	3.1	8.2	-0.1%	0.47	-0.27	0.52	0.06	i	48	-1.4	1553	-6%
C=CCSc1nc2sc3c(c2c(=O)[nH]1)CCC3	0.0	1452	-11	619	i	1	2.6	2.6	4.8	0.0%	-1	-0.091	-0.53	1.1	i	33	-0.4	1462	-10%
Cc1ccc(C(=O)NC(=S)NCC2CCCO2)cc1 (stereo unspecified)	0.2	1360	.	.	i	21	3.7	2.5	4.1	-1.0%	0.6	-0.21	-0.13	-0.21	i	26	0.06	1555	4%
COc1ccc(NC(=S)NCCCc2ccccc2)cc1	0.1	525	-17	716	i	-6	4.2	2.7	0.6	-0.1%	-0.65	-0.24	-0.6	0.31	i	57	-0.15	1212	-18%
N#C/C(=C/Nc1ccccc1)c1ccsc1	-0.8	1171	0	773	i	1	0.8	1.5	8.2	-0.5%	0.62	-0.022	0.59	0.092	i	61	1.1	1275	5%
COc1ccc([N+](=O)[O-])cc1C(=O)Nc1ccc(Cc2ccncc2)cc1	-0.1	957	17	727	i	-7	1.2	1.1	6.9	0.2%	-1.3	-0.28	-0.55	0.49	i	55	-0.56	1231	-5%
Cn1c(Cn2c(=O)sc3ccccc32)nnc1SCC(=O)NC1CCCC1	-3.2	1213	11	706	i	21	4.9	1.8	3.7	-2.3%	1.4	-0.17	1.1	-0.36	i	60	0.33	1184	16%
N#C/C(=C\c1c(F)cccc1Cl)c1nn(-c2ccccc2)c(-n2cccc2)c1C#N	1.7	1267	5	693	.	.	.	.	.	.	-2.8	0.25	-1.3	-0.34	i	24	-0.62	1005	1%
COc1cc(/C=N/Nc2ccc(C)cc2)cc(Br)c1O	-1.0	1009	24	685	i	0	1.4	1.8	5.0	-3.1%	-0.62	-0.34	-0.17	0.28	i	45	.	.	-8%
Cc1cc(=O)[nH]c(NN=C2C3CC4CC(C3)CC2C4)n1	-4.1	1212	4	747	.	.	.	.	.	.	-0.22	-0.22	-0.087	0.32	i	5	0.04	1432	-5%
CC(=O)N1CC(=O)N(Cc2ccccc2)/C(=C/c2ccccc2)C1=O	-0.8	1078	-3	636	i	3	6.9	1.6	5.1	.	0.26	-0.33	-0.23	-0.34	i	47	-0.58	1244	3%
CN1CCN(C(=O)c2ccc(-n3cccn3)nc2)CC1	-0.3	1093	.	.	i	-2	3.6	2.2	7.9	-0.5%	-0.12	-0.13	-0.37	-0.048	i	46	0.95	962	4%
CCOc1cc(C=O)cc(Br)c1OCC(N)=O	-2.9	1121	-10	525	i	-6	4.3	1.6	7.7	-2.4%	-0.029	-0.28	-0.16	0.00056	i	30	0.01	1538	-3%
Cc1ccc(S(=O)(=O)CC#CCOC(=O)c2ccc([N+](=O)[O-])cc2)cc1	1.9	1322	.	.	i	7	2.9	1.5	2.1	2.1%	4.5	5.3	2.1	-5.3	i	15	0.1	1570	0%
CCCN(CCC)C(=O)CCSCCC(=O)N(CCC)CCC	0.9	898	-36	610	i	-1	3.1	4.1	4.4	-0.8%	0.14	1.3	0.2	-0.71	i	30	1	1057	-12%
COc1ccc(C(=O)Nc2nc(-c3ccccc3)c(C(C)=O)s2)c(OC)c1	0.4	1430	-8	646	i	19	3.9	4.8	6.8	-0.9%	0.9	-0.21	0.05	0.41	i	34	-0.78	1486	-6%
COc1ccc(C2CC(c3cccs3)=NN2c2ccc(F)cc2)cc1OC (stereo unspecified)	-0.2	1083	9	677	i	0	2.4	3.4	8.7	1.4%	-0.46	-0.35	0.097	0.09	i	8	-0.41	1115	-9%
CCc1cc(C(=O)OC)c(NC(=O)CC2Nc3cc(C)c(C)cc3NC2=O)s1 (stereo unspecified)	-1.7	1139	30	644	+	-5.9*	1.1	2.1	12	-1.9%	0.57	0.69	0.91	-0.25	i	36	0.06	1498	-19%
CCOC(=O)c1c(NC(=O)c2ccc(C)cc2)sc2c1CC(C)(C)OC2	-6.0	1040	-16	798	i	-6	1.2	1.6	13	-2.8%	-0.48	-0.3	-0.16	0.69	i	46	.	.	9%
COc1ccc(S(=O)(=O)Cc2ccc(C(=O)N3CCN(c4ccccn4)CC3)o2)cc1	.	.	.	.	i	5	2.9	3.0	6.9	-0.1%	0.4	-0.11	0.5	-0.45	i	59	-0.08	970	18%
Clc1ccc(COc2ccccn2)c(Cl)c1	-1.3	1084	-5	619	i	32	3.0	2.4	5.1	-2.2%	-0.44	-0.13	-0.2	1.2	i	11	.	.	7%
c1ccc(-c2ccccc2OCCOCCN2CCc3ccccc3C2)cc1	0.9	1529	-64	644	i	16	1.8	1.6	6.9	-2.1%	0.095	-0.19	0.18	-0.087	i	29	-3.3	1012	-1%
CCCn1c(SCC(=O)c2cc(OC)ccc2OC)nnc1-c1ccco1	-0.7	1145	.	.	i	13	4.3	2.6	9.4	-1.0%	0.53	-0.28	0.26	0.27	i	29	0.84	1246	-11%
COc1cc2ncnc(NCc3ccc(C)cc3)c2cc1OC	1.2	1079	45	667	i	-1	1.6	1.3	6.3	0.0%	-0.78	-0.24	-0.65	0.6	i	38	0.42	1707	-6%
C=C(C)CNC(=S)NNC(=O)CCn1c2ccc(Cl)cc2c2cc(Cl)ccc21	0.8	1124	0	523	i	4	2.2	3.0	13	1.0%	0.86	-0.22	0.17	-1.2	i	55	-0.66	1336	11%
Cc1ccc(CNC(=O)CCc2c(C)nc3ncnn3c2C)cc1	-0.6	1365	.	.	i	-13	1.3	1.7	10.0	-1.1%	-0.99	-0.17	-0.66	2.3	i	30	0.78	1604	-5%
Cc1cccc(N=Nc2c(C)c(C#N)c(O)[nH]c2=O)c1	1.2	1045	16	757	i	-15	8.7	3.1	6.3	6.2%	-0.38	0.14	0.045	0.56	i	51	-0.08	1540	5%
COc1ccc(CNC(=O)CN(c2ccccc2)S(=O)(=O)N(C)C)cc1	1.6	1078	-3	702	i	-28	4.2	1.9	1.2	-0.7%	0.082	-0.25	0.16	-0.21	i	32	0.26	1431	-6%
Fc1cccc(Cl)c1CSc1ncn[nH]1	-3.8	1379	.	.	i	1	4.3	2.7	4.8	-2.7%	0.15	-0.25	0.45	-0.73	i	31	-0.29	1565	-10%
COc1cccc(C(C)NC(=O)Nc2cccc(C(F)(F)F)c2)c1 (stereo unspecified)	2.0	1398	.	.	i	6	1.6	1.9	0.9	-2.5%	-0.6	-0.21	-0.36	0.18	i	2	-1.7	879	17%
COc1cccc(C(=O)NCc2n[nH]c(=S)n2-c2cccc(C)c2)c1	-1.5	817	.	.	i	10	4.2	2.8	5.4	-0.9%	-0.12	-0.17	0.25	-0.46	i	11	0.95	1488	-11%
Nc1nnc(CC(=O)N/N=C/c2ccc(-c3cccc(C(=O)O)c3)o2)s1	-1.4	1247	.	.	.	.	.	.	.	.	0.18	-0.075	1.1	-2.1	i	25	1.2	1086	-15%
C=CCn1c(C(CC(C)C)CC(C)O)n[nH]c1=S (stereo unspecified)	-0.9	563	-22	609	i	10	1.9	3.0	7.8	-2.0%	0.3	-0.25	0.21	0.43	i	55	0.01	1374	-7%
Cc1cc(C(F)F)n2ncc(C(=O)NCc3ccccc3)c2n1	-0.3	1155	-5	715	i	-4	3.6	2.5	6.3	-5.0%	0.058	-0.28	-0.00071	0.36	i	17	-0.12	1307	21%
Cc1ccc(C)c(OCC(=O)Nc2c[nH]c(=O)[nH]c2=O)c1	.	.	3	669	i	11	7.7	2.5	12	-0.9%	0.39	-0.2	-0.007	-0.22	i	47	-0.75	1442	-7%
c1ccc(OCCOCCN2CCOCC2)cc1	.	.	8	768	i	-7	0.9	1.2	11	-1.0%	-0.22	-0.31	-0.28	0.82	i	19	0.1	963	6%
